Compound activity deposited in PubChem BioAssay by several laboratories.
Vc quorum ag: quorum light induction in luxS cqsA deficient V. cholerae; activation, % at 18.7 µM; 350,000 compounds, 0.16% hits; V. cholerae BH1578 lux reporter, luminescence, 6 h; in the data active means activation mostly above about 9.7%, no sharp cut-off; further: not every result past the cut was called active; inactives centre near 0; reference of the scale not given here
UGM FP inh: blocks M. tuberculosis UGM enzyme | P9WIQ1 | 320,000 compounds, 0.06% hits | inhibition, % at 10 µM | purified UGM, fluorescence polarization probe displacement; in the data active means inhibition above about 10%, passing the limit was not always enough
Target sequence (P9WIQ1 whole entry, looked up): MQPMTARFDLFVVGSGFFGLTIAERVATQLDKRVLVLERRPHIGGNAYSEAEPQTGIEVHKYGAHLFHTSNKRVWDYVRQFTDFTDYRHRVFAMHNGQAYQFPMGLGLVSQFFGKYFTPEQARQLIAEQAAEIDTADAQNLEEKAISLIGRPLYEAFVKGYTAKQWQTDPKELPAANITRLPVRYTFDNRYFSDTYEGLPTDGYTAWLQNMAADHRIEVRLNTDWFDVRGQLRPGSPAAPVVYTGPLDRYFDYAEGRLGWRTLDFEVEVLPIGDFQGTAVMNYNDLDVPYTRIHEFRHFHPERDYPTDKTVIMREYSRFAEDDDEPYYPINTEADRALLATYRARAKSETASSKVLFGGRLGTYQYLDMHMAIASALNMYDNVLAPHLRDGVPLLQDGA
FBA Mtb inh: Mtb fructose-bisphosphate aldolase inhibition | purified M. tuberculosis FBA, fluorescence read-out | inhibition, % at 1 µM | 360,000 compounds, 2.3% hits | AID 588726; in the data active means inhibition above about 27%;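 further: 0% = vehicle and 100% = reference inhibitor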
Target sequence (P9WQA3 whole entry, looked up): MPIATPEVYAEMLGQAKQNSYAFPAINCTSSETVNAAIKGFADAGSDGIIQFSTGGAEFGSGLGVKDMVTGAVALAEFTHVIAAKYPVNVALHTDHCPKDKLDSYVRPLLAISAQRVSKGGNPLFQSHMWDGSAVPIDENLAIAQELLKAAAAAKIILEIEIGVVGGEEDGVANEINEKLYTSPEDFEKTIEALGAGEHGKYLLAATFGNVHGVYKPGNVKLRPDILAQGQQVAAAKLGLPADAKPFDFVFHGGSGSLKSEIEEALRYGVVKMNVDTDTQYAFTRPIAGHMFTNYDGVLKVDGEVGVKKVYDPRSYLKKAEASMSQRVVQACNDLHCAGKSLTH
Mtb BioA inh: inhibitors of Mycobacterium tuberculosis BioA enzyme | purified M. tuberculosis BioA enzyme, plate reader | inhibition, % at 9.99 µM | 360,000 compounds, 0.096% hits; in the data active means inhibition above about 40%
TcdB inh: blocks C. difficile toxin B glycohydrolase activity | AID 652162 | inhibition, % at 9.99 µM | TcdB glycohydrolase enzymatic assay, plate reader | 350,000 compounds, 0.24% hits; in the data active means inhibition above about 10%
FadD28 binding: inhibitors of Mycobacterium tuberculosis FadD28 bisubstrate binding; FadD28 bisubstrate probe binding, fluorescence polarization; inhibition, % at 12.5 µM; 360,000 compounds, 0.22% hits; in the data active means inhibition above about 8.5%, passing the limit was not always enough
PfHsp40 yeast: compounds rescuing yeast from Plasmodium falciparum HSP40 toxicity. S. cerevisiae expressing PfHsp40, growth rescue, ATP luminescence. growth rescue, % at 12.5 µM. 340,000 compounds, 0.68% hits. AID 504582; in the data active means growth rescue above about 28%, passing the limit was not always enough;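 further: yeast W303a lacking pdr1 and pdr3 grown in galactose medium; growth measured after three days at 30 °C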
Yp Topo-I inh: Y. pestis Topo-I inhibition via cleavage products | Y. pestis Topo-I cleavage product accumulation, plate reader | activity, % at 10 µM | 360,000 compounds, 0.064% hits; in the data active means activity above about 50%, passing the limit was not always enough; further: inactives centre near 2
GDH-TPI inh: GDH-TPI coupled enzyme inhibition counter-screen; GDH-TPI coupled enzyme counterscreen, NADH absorbance; inhibition, % at 4.8 µM; 360,000 compounds, 1.2% hits; AID 588335; in the data active means inhibition above about 30%;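 further: 0% = DMSO wells and 100% = wells lacking the enzyme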
An asterisk follows results filed as active; i = inactive; / = no result given.

SMILES	Vc quorum ag	UGM FP inh	FBA Mtb inh	Mtb BioA inh	TcdB inh	FadD28 binding	PfHsp40 yeast	Yp Topo-I inh	GDH-TPI inh
CCc1cc(C(=O)NCC(c2cccs2)N2CCOCC2)sc1C (stereo not drawn)	i	-2.0	3	-2.7	1.6	-1.4	0.4	-4	11
Cn1c(=O)c2c(-c3ccccc3)n(N3CCOCC3)cc2n(C)c1=O	-0.1	-2.3	3	0.5	/	1.4	-0.1	5	19
Cc1ccc(S(=O)(=O)c2c(C)nn(C(C)(C)C)c2OC(=O)CC(C)C)cc1	i	-0.3	5	-1.2	2.1	-4.0	6.6	9	1
CCc1[nH]c(=O)[nH]c1C(C)S(=O)(=O)c1ccc(C)cc1 (stereo not drawn)	i	-1.1	-1	/	1.7	-0.3	-1.3	14	4
COc1cc(C(=O)NNC(=O)/C=C/c2ccccc2)cc(OC)c1OC	/	1.2	2	/	0.3	-2.2	-0.4	-5	10
COC(=O)c1ccc(CN(c2ccccc2Cl)S(C)(=O)=O)cc1	1.8	2.1	-1	1.1	2.5	-1.3	0.2	24	2
CCOC(=O)CSC1=C(C#N)C(c2ccc(C)s2)CC(=O)N1 (stereo not drawn)	2.8	0.2	-1	2.0	0.3	-0.3	1.0	-2	-6
COc1ccc(-c2nc(CS(=O)CC(=O)NCc3ccc(Cl)cc3)c(C)o2)cc1OC (stereo not drawn)	-6.2	-0.8	4	2.6	-0.3	1.1	1.4	26	8
COc1ccc(-c2c(NC(=O)c3ccco3)oc3c(C)cccc3c2=O)cc1	-7.1	0.5	53*	0.6	-1.7	-2.8	0.7	8	18
Cc1ccc(-c2nn3nnnc3c3ccccc23)cc1	-1.0	-1.6	-3	1.0	/	-2.4	3.0	-1	7
COc1ccc(-c2ccc(SCC(=O)N3c4ccccc4CC3C)nn2)cc1OC (stereo not drawn)	-1.4	-2.5	1	4.6	/	-2.8	2.8	-5	5
CSc1cnc2c(N)nc(N(C)C)nc2n1	0.6	0.6	10	/	/	2.9	0.1	1	9
Cc1ccccc1NC(=O)Nc1ccccc1C(=O)NCc1ccccc1	i	/	3	1.7	/	-6.1	-1.2	-1	-3
CN(C)C(=O)N=NC(=O)N(C)C	-0.7	-1.4	2	-8.0	1.2	0.0	-1.1	-9	-4
O=C(NC1CCCCC1)C(c1ccc2ncccc2c1)N(Cc1cccs1)C(=O)c1cccs1 (stereo not drawn)	1.5	0.3	0	-0.6	/	-3.7	1.3	21	0
N#Cc1cccc(C(=O)Nc2cccc(S(=O)(=O)N3CCCC3)c2)c1	-0.2	-2.2	0	-1.8	0.5	-6.5	-1.4	4	-4
O=C(CCNS(=O)(=O)c1cccs1)N1CCN(c2cccc(C(F)(F)F)c2)CC1	-0.3	-0.2	-3	0.1	1.4	-2.2	0.7	-6	-10
CS(=O)(=O)N(CC(=O)Nc1cccc(Cl)c1)c1ccccc1Cl	-0.7	-0.9	1	0.5	/	-1.7	0.9	-5	6
CCc1nc2c(OCCOc3ccc(F)cc3)cccn2c1N(C)C(=O)C(C)C	-0.4	/	-3	8.1	0.7	-3.5	/	3	-2
OC[C@@H](O)[C@@H](O)[C@H](O)[C@H](O)CO	i	1.6	4	-4.2	1.1	0.4	1.6	-3	3
COc1ccnc(N2CCN(c3ccccc3)CC2)c1C#N	-0.9	2.6	1	/	1.7	-0.4	0.1	2	11
c1cc(-c2ccc3c(c2)CCO3)n2cnnc2c1	-0.5	/	15	6.0	0.4	-1.0	/	5	4
CCc1noc(C)c1C(=O)Nc1cc(C(F)(F)F)ccc1-n1cncn1	-0.3	2.1	-2	/	-0.4	-0.2	-0.1	3	16
CCn1c(SCC(=O)Nc2nccc(C)n2)nc2ccccc21	-0.3	-2.9	-2	-3.1	0.9	0.5	-0.1	-4	-1
C=C(C)Cn1c(SCC(=O)O)nnc1-c1ccc(OC)cc1	-0.4	1.1	2	-5.3	/	0.3	0.2	-10	2
CCOC(=O)N1CCN(C(=O)c2cn(C)c3ccc(S(=O)(=O)N(CC)CC)cc3c2=O)CC1	-0.7	1.4	4	-0.2	-0.5	-1.5	-1.8	4	9
CCC(N=c1cc(-c2ccc(OC)c(OC)c2)oc2ccc(C)cc12)C(=O)O (stereo not drawn)	-3.7	-2.6	10	/	-0.1	-0.3	-0.7	12	28
CC#Cc1cc2c(cc1O)CCC1C2CCC2(C)C(O)CCC12 (stereo not drawn)	/	/	0	/	1.2	-0.5	6.9	1	10
C/C(=C/C(=O)Nc1cccc(F)c1)N1CCCC1	i	-1.1	0	/	1.1	-0.3	-1.1	-3	6
NC(=O)C1CC(=O)N(c2ccc(OCC(=O)NCc3ccccc3)cc2)C1 (stereo not drawn)	-0.2	-0.2	3	1.8	0.8	0.1	0.0	0	2
COC(=O)/C=c1\sc2n(c1=O)C(C)=CC(C)(C)N=2	-0.2	-1.0	-2	1.4	/	-1.3	-0.5	0	27
O=C(NCCN1C(=O)CCC1=O)c1ccncc1	-0.5	0.1	4	-3.4	/	-0.9	0.8	-8	4
Cc1ccccc1C(=O)NC(NCc1ccco1)C(Cl)(Cl)Cl (stereo not drawn)	3.2	0.2	4	-1.6	/	0.0	0.8	5	-1
Cc1cc(=O)n2c3ccccc3n(C)c2n1	-0.8	1.3	11	1.0	0.8	-1.5	-0.9	3	10
O=C(N/N=C/c1ccco1)c1ccc(C(=O)N/N=C/c2ccco2)o1	-2.5	1.4	3	/	-2.1	-2.2	1.5	-4	48*
O=C(CCCC(=O)N1CCCc2ccccc21)N1CCCc2ccccc21	1.2	0.0	3	2.6	/	-2.2	1.9	29	-8
CC(=O)OCCn1c2nc(=O)[nH]c(=O)c-2nc2cc(C)c(C)cc21	-1.3	108*	-12	-335	-1.8	1.8	-1.8	7	15
Clc1ccc(CSC2=NCCCN2)cc1Cl	i	4.6	-1	10	/	-5.6	0.9	-3	-6
CCOC(=O)CSC1=C(C#N)C(c2ccc(F)cc2)C(C(C)=O)=C(C)N1 (stereo not drawn)	-1.1	-1.8	0	/	/	-0.6	-0.5	-2	10
Cc1ccc(S(=O)(=O)N2CCC(=O)N(CCOCc3cccc(C(F)(F)F)c3)CC2)cc1	0.3	0.3	-3	-0.9	0.4	-4.6	6.9	22	-3
CC(C)(C)Cc1nc(-c2ccc(Cl)cc2)no1	0.2	0.5	2	-0.9	/	-1.5	1.5	-3	-11
O=C(c1ccc([N+](=O)[O-])cc1)N(Cc1ccc(Br)cc1)N1C(=O)CCCC1=O	i	-3.0	-1	-0.2	1.7	-1.2	-0.1	0	9
COc1ccccc1/C=N\NC(=O)c1ccc(COc2ccc(C)c(C)c2)o1	-0.4	1.4	-3	/	0.9	-2.0	-1.3	12	12
CCNc1nc(SC(C)C(=O)OC)nc(N(C)C)n1 (stereo not drawn)	i	2.2	-2	2.1	-1.1	-2.0	-1.6	-3	16
N#C/C(=C\c1c[nH]c2ccccc12)c1nnc2n1CCCCC2	-0.6	2.0	-1	2.6	/	-2.2	0.1	0	24
CCN(CC)P(=O)(Oc1ccccc1)Oc1ccccc1	-1.3	0.8	-3	0.0	-0.3	-2.2	0.7	5	16
COc1ccc(NC(=O)CCNS(=O)(=O)c2cc(Br)ccc2Br)cc1S(N)(=O)=O	-0.4	-1.9	2	0.0	0.6	0.3	0.9	-10	10
NC(=O)COC(=O)CNC(=O)c1cc(Cl)cc([N+](=O)[O-])c1	i	0.0	-2	/	1.0	-0.7	-2.8	2	-4
Nc1ccccc1N1CCOCC1	10	1.9	-1	/	/	-3.8	-1.0	-5	-2
CCOc1ccc2c(c1)C(c1ccc(C)o1)=NNC(c1ccncc1)=N2	-0.3	0.5	1	/	-0.2	-0.5	1.4	14	6
C/C(=N\NC(=O)c1ccc(Br)cc1)c1cccnc1	-0.7	0.6	-1	-0.7	1.7	-2.2	-0.4	-9	-1
O=C(Nc1ccccn1)c1ccc(Cl)c(S(=O)(=O)N2CCCC2)c1	i	-0.6	-1	/	-1.9	-1.2	1.5	-7	3
Cc1cccc(NS(=O)(=O)c2ccc(C(=O)NCC(c3ccco3)N(C)C)cc2)c1C (stereo not drawn)	-2.2	-0.6	6	0.6	-1.6	-1.8	-1.8	30	11
O=S(=O)(c1cccs1)N1CCN(Cc2nc3ccccc3s2)CC1	i	3.4	-1	2.9	/	-0.9	0.1	7	13
Cc1ccc(C)c(NC(=O)CN(C)C(=O)c2cc([N+](=O)[O-])ccc2N2CCOCC2)c1	i	-0.6	-3	/	-1.3	-1.8	-0.1	7	9

Compounds shown so far containing an aryl methoxy group:
SMILES	Vc quorum ag	UGM FP inh	FBA Mtb inh	Mtb BioA inh	TcdB inh	FadD28 binding	PfHsp40 yeast	Yp Topo-I inh	GDH-TPI inh
COc1cc(C(=O)NNC(=O)/C=C/c2ccccc2)cc(OC)c1OC	/	1.2	2	/	0.3	-2.2	-0.4	-5	10
COc1ccc(-c2nc(CS(=O)CC(=O)NCc3ccc(Cl)cc3)c(C)o2)cc1OC (stereo not drawn)	-6.2	-0.8	4	2.6	-0.3	1.1	1.4	26	8
COc1ccc(-c2c(NC(=O)c3ccco3)oc3c(C)cccc3c2=O)cc1	-7.1	0.5	53*	0.6	-1.7	-2.8	0.7	8	18
COc1ccc(-c2ccc(SCC(=O)N3c4ccccc4CC3C)nn2)cc1OC (stereo not drawn)	-1.4	-2.5	1	4.6	/	-2.8	2.8	-5	5
COc1ccnc(N2CCN(c3ccccc3)CC2)c1C#N	-0.9	2.6	1	/	1.7	-0.4	0.1	2	11
C=C(C)Cn1c(SCC(=O)O)nnc1-c1ccc(OC)cc1	-0.4	1.1	2	-5.3	/	0.3	0.2	-10	2
CCC(N=c1cc(-c2ccc(OC)c(OC)c2)oc2ccc(C)cc12)C(=O)O (stereo not drawn)	-3.7	-2.6	10	/	-0.1	-0.3	-0.7	12	28
COc1ccccc1/C=N\NC(=O)c1ccc(COc2ccc(C)c(C)c2)o1	-0.4	1.4	-3	/	0.9	-2.0	-1.3	12	12
COc1ccc(NC(=O)CCNS(=O)(=O)c2cc(Br)ccc2Br)cc1S(N)(=O)=O	-0.4	-1.9	2	0.0	0.6	0.3	0.9	-10	10
